# Source: PubChem
# Rab9 promoter act = activates the Rab9 promoter; Huh7 Rab9 promoter-luciferase reporter, luminescence, 24 h; Potency, µM (series often up to 9.22 µM), without a hit: top-dose activation, negative = inhibition, usual class: activators; hit rate 2.8% among 320,000; further: % of control where 0% means no effect; nearly all actives have a fitted effect of over 60% in size
#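 Cell-based reporter: Huh7 stable for Rab9 promoter-driven luciferase, plated in reduced-serum medium with 10% FBS at 1500 cells/well, compound-treated 24 h at 37 °C, luminescence read after 10 min reagent.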
# uPA surface inh = cell surface uPA generation inhibition; Potency, µM (doses to about 38.3 µM), for the others: top-dose activity change, negative = inhibition, usual class: inhibitors; AID 540303; cell surface uPA generation assay, qHTS; hit rate 0.31% among 330,000; active means well fitted inhibition curve with a large enough effect; inconclusive means small, poorly fitted or top-dose-only effect; inactive means no such curve, though single readings can be large or run the other way; tested in mouse RAW 264.7 cells; further: on the % scale 0 is the no-effect control and ±100 the full control effect; nearly all actives have a fitted effect of over 55% in size
# MBNL1-CUG inh = inhibitors of human MBNL1 binding to CUG repeat RNA | Potency, µM (doses to about 57.5 µM), inactives show top-dose activity change, negative = inhibition, usual class: inhibitors | hit rate 0.036% among 280,000 | AID 2675 | TR-FRET MBNL1-His/biotin-(CUG)12 binding, 665/545 ratio | Q9NR56; active means well fitted inhibition curve with a large enough effect in the signal ratio, with a control signal flat, not every such curve was filed as active; inconclusive means small, poorly fitted or top-dose-only effect, or effect the other way, or a change in a side signal; inactive means no such curve, though single readings can be large or run the other way; the % refers to the signal ratio; further: on the % scale 0 is the no-effect control and ±100 the full control effect
#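 Inhibition of protein-RNA binding appears as loss of TR-FRET between terbium anti-His antibody on MBNL1-His and streptavidin-XL665 on biotin-(CUG)12. Activity is normalized to buffer-only and uninhibited-complex controls.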
# p53 reactivation = re-activators of mutant p53 | H1299 p53-A138V BP100-luciferase reporter, luminescence, 24 h | Potency, µM (series often up to 92.2 µM), for inactives: at the highest dose activity change, positive = activation, actives largely listed as activators | hit rate 0.063% among 320,000; further: % of control where 0% means no effect; nearly all actives have a fitted effect of over 45% in size
#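 H1299 (p53-null), stable ts p53-A138V + BP100-Luc; 1000 cells/well, Opti-MEM/10% FBS; cpd 4 pt, 1:5; 24 h, 37 deg C, 5% CO2; detection reagent 10 min RT; luminescence.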
# ELG1 genotox = inducers of genotoxicity in HEK293T ELG1-luciferase cells; HEK293T ELG1-luciferase reporter, luminescence, 16 h; Potency, µM (top dose mostly 46 µM), without a hit: at the highest dose activity change, positive = activation, usual class: activators; hit rate 1.3% among 330,000; AID 504466; further: % of control where 0% means no effect; nearly all actives have a fitted effect of over 60% in size
#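 After overnight (16 hr) compound treatment at 37 °C, ELG1-luciferase HEK293T cells were lysed with ONE-Glo; luminescence quantified 30 min later at room temperature.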
# RORgamma inh = blocks mouse ROR gamma transcriptional activity. AID 2551. Potency, µM (doses to about 53.6 µM), for inactives: at the highest dose activity change, negative = inhibition, most hits filed as inhibitors. hit rate 5.4% among 310,000. Drosophila S2 Gal4-RORgamma UAS-luciferase reporter, 20 h. P51450; further: on the % scale 0 is the no-effect control and ±100 the full control effect; nearly all actives have a fitted effect of over 60% in size
# Target sequence (P51450 whole entry, looked up, the tested form may be a part): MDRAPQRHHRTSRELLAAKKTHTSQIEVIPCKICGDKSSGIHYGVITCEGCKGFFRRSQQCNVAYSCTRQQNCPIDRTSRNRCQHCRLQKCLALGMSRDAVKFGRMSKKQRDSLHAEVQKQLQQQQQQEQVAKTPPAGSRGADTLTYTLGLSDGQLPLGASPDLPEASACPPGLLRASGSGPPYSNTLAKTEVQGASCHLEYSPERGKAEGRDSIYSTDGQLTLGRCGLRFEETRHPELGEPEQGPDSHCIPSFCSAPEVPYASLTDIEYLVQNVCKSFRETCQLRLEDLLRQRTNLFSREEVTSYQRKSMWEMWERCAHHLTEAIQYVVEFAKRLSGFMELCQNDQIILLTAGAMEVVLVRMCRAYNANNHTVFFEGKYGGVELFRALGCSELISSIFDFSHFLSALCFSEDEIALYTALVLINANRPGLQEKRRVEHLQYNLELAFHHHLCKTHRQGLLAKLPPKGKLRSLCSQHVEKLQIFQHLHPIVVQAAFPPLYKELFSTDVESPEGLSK
#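 Read-out: Photinus luciferase luminescence; inhibitors lower reporter signal. Insect Schneider cells with Gal4-ROR gamma fusion under metallothionein promoter, UAS reporter; 700 uM final copper sulfate induction, 20 hr, ambient temperature.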
# FLuc modulator = inhibits or activates purified firefly luciferase, miR-21 counter-screen | P08659 | purified FLuc, Km substrates, luminescence inhibition | Potency, µM (top dose mostly 57.5 µM), without a hit: at the top dose activity change, negative = inhibition, actives largely listed as inhibitors | hit rate 6.9% among 360,000 | AID 588342;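 further: plate controls were vehicle for no effect and reference inhibitor for full effect; nearly all actives have a fitted effect of over 55% in size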
# Target sequence (P08659 whole entry, looked up): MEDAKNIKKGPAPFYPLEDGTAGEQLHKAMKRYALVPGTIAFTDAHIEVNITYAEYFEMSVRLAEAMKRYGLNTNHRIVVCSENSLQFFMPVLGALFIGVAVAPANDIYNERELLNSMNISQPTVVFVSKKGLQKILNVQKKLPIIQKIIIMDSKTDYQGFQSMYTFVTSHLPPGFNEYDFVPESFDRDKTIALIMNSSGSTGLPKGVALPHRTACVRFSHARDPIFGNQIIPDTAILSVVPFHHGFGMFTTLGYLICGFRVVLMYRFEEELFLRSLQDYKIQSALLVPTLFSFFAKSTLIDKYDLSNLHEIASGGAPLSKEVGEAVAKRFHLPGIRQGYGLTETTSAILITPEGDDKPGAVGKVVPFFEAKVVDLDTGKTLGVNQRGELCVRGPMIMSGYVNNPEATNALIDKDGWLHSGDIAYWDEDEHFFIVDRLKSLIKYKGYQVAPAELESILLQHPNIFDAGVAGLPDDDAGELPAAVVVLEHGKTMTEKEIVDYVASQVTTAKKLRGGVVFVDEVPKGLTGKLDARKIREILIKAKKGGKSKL
#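 Purified P. pyralis luciferase, 10 nM final, with Km-level 10 uM D-luciferin and 10 uM ATP in 50 mM Tris acetate pH 7.5, 10 mM Mg acetate, 0.01% Tween-20, 0.05% BSA; 6-point qHTS titration about 60 µM downward; luminescence read.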
# Gal4-VP16 FLuc = inhibits Gal4-VP16 luciferase reporter, ROR gamma counter-screen; hit rate 3.5% among 310,000; Potency, µM (titrated, usually from 53.6 µM), inactives show top-dose activity, negative = inhibition, most hits filed as inhibitors; AID 2546; Drosophila S2 Gal4-VP16 UAS-luciferase, luminescence, 20 h;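 further: Gal4-VP16 expression switched on by copper sulfate through the metallothionein promoter; on the % scale 0 is the no-effect control and ±100 the full control effect; nearly all actives have a fitted effect of over 50% in size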
# BRCA1 expr up = increases BRCA1 expression. MCF7-BRCA1-FFLuc reporter, luminescence, 48 h; response scale: scaled: vehicle 0%, 10 µM genistein 100%. hit rate 1.1% among 380,000. Potency, µM (doses to about 46.1 µM), without a hit: top-dose activation, hits mostly activators; further: nearly all actives have a fitted effect of over 80% in size; some results filed as inactive show a strong effect at the top dose
#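 Quantitative HTS in MCF7 cells stably reporting BRCA1 expression via firefly luciferase. Compound treatment lasts 48 h at 37 °C in phenol-red free MEM. Activation is expressed relative to genistein at 10 microM and DMSO.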
# NPC1 prom act = activators of NPC1 promoter; Potency, µM (series often up to 9.22 µM), inactives show top-dose activation, actives largely listed as activators; hit rate 2.4% among 320,000; AID 485313; Huh7 NPC1 promoter luciferase reporter, 24 h;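 further: % of control where 0% means no effect; nearly all actives have a fitted effect of over 60% in size; reporter is driven by a mutant NPC1 promoter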
#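 Stable NPC1-promoter luciferase Huh7 line; cpd (DMSO) 24 h, 37 °C, 5% CO2; Amplite luciferase reagent 10 min RT; luminescence readout. qHTS format.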
# Numbers without * were called inactive; ? = inconclusive; . = not tested or not shown; [ ] = another dose, or the depositor's remark. Unless noted, the call rests on the fitted dose curve; in most records, active means well fitted curve in the direction sought with a large enough effect; inconclusive means small, poorly fitted or top-dose-only effect, or another doubt; inactive means no such curve, though single readings can be large; an effect the other way counts as inactive or inconclusive. Potency means the concentration at half of the fitted maximal effect.
# Value order: Rab9 promoter act | uPA surface inh | MBNL1-CUG inh | p53 reactivation | ELG1 genotox | RORgamma inh | FLuc modulator | Gal4-VP16 FLuc | BRCA1 expr up | NPC1 prom act
> Cc1csc(NC(=O)c2ccc(C)c(S(=O)(=O)N3CCCCC3)c2)n1
    0% | 0% | -6% | -2% | -2% | -4% | -1% | -4% | -19% | -3%
> O=C(O)c1ccc(N2CCOCC2)c(N2C(=O)C3C4C=CC(C4)C3C2=O)c1 (stereo not given)
    -4% | 5% | -4% | -2% | -1% | -25% | 0% | -1% | 18% | -3%
> Cc1ccc(-c2cc(C(=O)Nc3cccnc3)c3ccccc3n2)s1
    7% | 1% | ? | -3% | -10% | 27% | 9.5µM* | -3% | -4% | 13%
> Cc1cc(C)c(C#N)c(N2CCN(CCOc3ccc(Cl)cc3)CC2)n1
    ? | 4% | -6% | -3% | 4% | 26% | 1% | -2% | -32% | 0%
> CCCn1nc(C(=O)Nc2ccc3c(c2)OCO3)c2ccccc2c1=O
    0% | 8% | . | -2% | 0% | . | ? | . | 5% | 0%
> CC(=O)C1=C(C)NC2(O)c3ccccc3C(=O)C12O (stereo not given)
    8% | 4% | 4% | 4% | 8% | 8% | -2% | 7% | -45% | 1%
> O=C(NC(=S)Nc1ccc(S(=O)(=O)Nc2nccs2)cc1)c1cccnc1
    0% | 1% | -5% | 2% | 2% | -22% | -16% | 5% | -36% | -2%
> CCCNc1c(NS(=O)(=O)c2ccc(Cl)s2)c(=O)oc2ccccc12
    5% | 7% | 0% | -12% | 2% | 35% | 1% | -6% | -24% | 0%
> Nc1nc(Nc2cccc(C(F)(F)F)c2)nc(C(F)(F)F)n1
    3% | -12% | -9% | 3% | -1% | ? | -11% | -1% | -52% | -3%
> CC(=O)Nc1cccc(NC(=O)c2cc(-c3cccnc3)nc3ccc(Br)cc23)c1
    -7% | . | 48%[activator] | -7% | -7% | ? | ? | ? | -60% | 7%
> COc1ccc(N(C(=O)c2ccc3c(c2)OCO3)C2C=CS(=O)(=O)C2)c(OC)c1 (stereo not given)
    0% | 4% | -1% | 0% | -1% | -4% | 1% | -3% | -6% | -2%
> COc1ccc(OCc2n(CC(=O)OC3CC(C)CCC3C(C)C)c3ccccc3[n+]2C)cc1 (stereo not given)
    -9% | ? | -3% | -12% | -6% | ? | -1% | ? | -86%[inhibitor] | -4%
> N#Cc1c(SCC(N)=O)nc2c(c1-c1ccncc1)CCCC2
    -3% | 1% | -5% | 0% | -1% | -26% | -6% | -1% | 3% | -3%
> CCN1CCN(CCOc2ccc(Cl)cc2)CC1
    -13% | 5% | -14% | 0% | -2% | 0% | -2% | 5% | 3% | -4%
> CN(C)S(=O)(=O)c1ccc(NC(=O)C2CC(=O)N(Cc3ccccc3)C2)cc1 (stereo not given)
    -3% | -2% | ? | -4% | 0% | 37% | -3% | -2% | 0% | -5%
> Fc1cccc(NC(=S)N2CCCCC2)c1
    -2% | 12% | 12% | -1% | -2% | 13µM* | 3% | ? | 4% | -3%
> Cc1cc(Cl)c(OCCOCCN2CCCCC2)c(Br)c1
    -4% | -5% | . | -8% | 0% | -54% | -3% | ? | -6% | 5%
> Cc1ccc(C(=O)C2CCN(CC(=O)N3CCN(c4ccc(F)cc4)CC3)CC2)cc1
    -10% | 2% | 1% | 1% | -6% | 5% | 0% | -5%[10 µM] | 1% | -2%
> O=C(Cn1nc2n(c1=O)-c1ccccc1SC2)N/N=C/c1ccncc1
    -2% | -12% | -15% | -4% | 0% | 4% | 4% | 0% | 7% | 1%
> CC(=O)Nc1cccc(C(=O)OC(C)C(=O)NCc2ccc3c(c2)OCO3)c1 (stereo not given)
    2% | -12% | . | -4% | 0% | . | 1% | . | -21% | 2%
> O=S(=O)(NCc1nc(-c2ccccc2)no1)c1ccc(F)cc1
    -4% | 7% | 5% | -9% | -3% | 15% | 3% | -1% | -14% | 0%
> CCCOc1ccc(N2C(=O)CC(SC(=N)N3N=C(c4ccccc4)CC3c3ccccc3)C2=O)cc1 (stereo not given)
    -3% | 0% | -2% | -2% | -3% | 40% | -7% | -4% | -54% | -12%
> O=C1CCN(C(=O)Nc2cccc(Cl)c2)N1
    -3% | -1% | -5% | -5% | 3% | 0% | 3% | 4% | -1% | 2%
> C/C(Cc1ccccc1)=N\NC(=O)CNC(=O)c1ccccc1Cl
    9% | -2% | -15% | 2% | 7% | 22% | ? | -17% | -1% | -4%
> CC(=O)Nc1ccc(S(=O)(=O)N[C@@H](C)C(=O)OCC(=O)c2ccc[nH]2)cc1
    . | 2% | . | 3% | 1% | . | . | . | -2% | .
> COc1ccc(N2CCN(C3CC(=O)N(C)C3=O)CC2)cc1 (stereo not given)
    1% | 5% | 3% | 7% | -2% | 11% | 6% | 0% | 0% | -4%
> Cc1c(C(=O)O)c2cc(O)ccc2n1-c1ccccc1
    -3% | -1% | -4% | -9% | 2% | -12% | -2% | -18% | -4% | 2%
> Cc1c(C)c2ccc(OCC(=O)N3CCOCC3)c(C)c2oc1=O
    1% | 2% | -3% | 5% | ? | 11% | -19% | 1%[10 µM] | -6% | -4%
> CCN(CC(=O)Nc1ccccc1C(F)(F)F)C(=O)CCS(=O)(=O)c1ccc(Cl)cc1
    0% | 3% | . | 1% | -8% | . | 0% | . | -18% | -3%
> CCn1ccnc1C(O)c1cccc(OC)c1OC (stereo not given)
    4% | -6% | -7% | 2% | 2% | -2% | -3% | 5% | 22% | -1%
> COc1ccc(-n2c(=O)c3c4c(sc3n(Cc3cccc(F)c3)c2=O)CN(C(C)=O)CC4)c(OC)c1
    2% | . | -1% | -5% | 1% | 1% | 1% | -10% | . | -5%
> COc1cc(F)ccc1CN1CCC(C(=O)Nc2ccc(Oc3ccccc3)nc2)CC1
    -15% | -7% | 5% | 5% | -9% | 1% | -1% | -11% | -30% | -12%
> CC[C@]12c3[nH]c4ccc(Cl)cc4c3CCN1C(=O)[C@@H](CC(=O)NCC13CC4CC(CC(C4)C1)C3)C[C@@H]2C(=O)N1CCN(C(=O)C2CC2)CC1
    . | ? | . | 7% | -6% | . | . | . | -71% | .
> COc1ccc(C/C(C)=N/NC(=O)C2COc3ccccc3O2)cc1 (stereo not given)
    -1% | -32% | . | 0% | -3% | 13% | -8% | ? | -19% | 5%
> CC1(C)CC(=O)C(C(=O)/C=C/c2ccco2)C(=O)C1
    1% | -23% | -5% | 17% | 1% | 0% | -8% | -11% | -14% | 4%
> CC[n+]1c(/C=C/N(C)c2ccccc2)oc2ccc(F)cc21
    -32%[inhibitor] | -17% | 24% | 5% | -1% | -21% | 5% | ? | -66% | -21%
> C/C(=N\Nc1ccc(Cl)c(C(=O)O)c1)c1ccc(Br)s1
    17% | 3% | 10% | 10% | 18% | 1% | ? | 3% | 76% | 20%
> CN(C)CCNc1c2c(c(C#N)c3nc4ccccc4n13)CCCC2
    0% | 2% | ? | -5% | -1% | -28% | 3% | -7% | 4% | -4%
> O=C(c1cc(C2CC2)nn1-c1ccccc1)N1CCN(Cc2ccc(Cl)cc2)CC1
    -8% | 0% | . | -1% | -3% | . | 0% | . | -36% | -3%
> CCCCNC(=S)N(C)/N=C/c1c(F)cccc1F
    -8% | 4% | . | 3% | -4% | -42% | 9% | 6% | -16% | -5%
> COc1cc(C(C)=O)ccc1OCC(=O)N1CCc2ccccc2C1
    3% | 0% | -7% | 7% | 3% | -11% | -1% | 0% | -7% | -4%
> CC(=O)Nc1ccc(S(=O)(=O)N(C)c2ccc(O)cc2)cc1
    4% | 3% | -20% | -9% | 0% | -8%[10 µM] | -2% | 5% | -7% | 22%
> O=C(Cc1ccc(Br)cc1)Nc1ccc2[nH]ncc2c1
    5% | -3% | 17% | 14% | 0% | -33%[1.91 µM] | 2% | -9% | 1% | 1%
> Cc1ccc(C(=O)Nc2scc(-c3ccccc3)c2C(=O)O)o1
    3% | -4% | 0% | 19% | 7% | 35% | 15µM* | 3% | 68% | -1%
> C[C@H](CO)N1C[C@H](C)[C@@H](CN(C)C(=O)Nc2ccc3c(c2)OCO3)Oc2ccc(NC(=O)NC3CCCCC3)cc2C1=O
    . | 1% | . | 3% | 5% | . | . | . | 44% | .
> Cn1c(CCNC(=O)C(C)(C)C)nc2ccccc21
    -3% | 0% | -2% | 13% | -1% | -26% | 2% | 3% | 6% | 6%
> NC(=O)NC(=O)C(c1ccccc1)N1CCN(S(=O)(=O)Cc2ccccc2)CC1 (stereo not given)
    -3% | 14% | . | 2% | -2% | . | 6% | . | -7% | -3%
> COCCC(=O)N1CCC(Oc2ccc(C(=O)NC3CCOC(C)(C)C3)cc2)CC1 (stereo not given)
    -3% | -1% | 1% | 1% | 2% | -13% | 1% | 3% | 1% | 1%
> CCOC(=O)CSc1nc2ccccc2c(=O)n1Cc1ccco1
    -10% | -6% | 3% | -2% | -3% | 5% | 0% | 0% | -3% | -5%
> CCCOC(=O)c1ccc(Oc2c(-c3ccc(OCC)cc3O)n[nH]c2C)cc1
    -1% | 0% | 1% | -20% | -3% | -8% | -3% | -4% | -60% | 8%
> Cc1cc(C)n2nc(SC(C)C(=O)N(C)C3CCCCC3)nc2n1 (stereo not given)
    . | 0% | . | -6% | 0% | . | . | . | -10% | .
> Cn1c(CNC(=O)c2ccco2)nnc1SCC(=O)N1CCN(c2ccccc2)CC1
    -3% | 0% | -3% | -1% | -2% | 3% | -1% | 3% | -3% | -5%
